# eLon inh: E. coli protease La inhibition; inhibition, % at 7.94 µM; purified E. coli Lon protease, fluorescence polarization; hit rate 0.42% among 360,000; in the data active = inhibition above about 13%, passing the limit was not always enough;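 also: 0% = enzyme with probe and DMSO and 100% = no enzyme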
# Target sequence (P0A9M0 whole entry, looked up): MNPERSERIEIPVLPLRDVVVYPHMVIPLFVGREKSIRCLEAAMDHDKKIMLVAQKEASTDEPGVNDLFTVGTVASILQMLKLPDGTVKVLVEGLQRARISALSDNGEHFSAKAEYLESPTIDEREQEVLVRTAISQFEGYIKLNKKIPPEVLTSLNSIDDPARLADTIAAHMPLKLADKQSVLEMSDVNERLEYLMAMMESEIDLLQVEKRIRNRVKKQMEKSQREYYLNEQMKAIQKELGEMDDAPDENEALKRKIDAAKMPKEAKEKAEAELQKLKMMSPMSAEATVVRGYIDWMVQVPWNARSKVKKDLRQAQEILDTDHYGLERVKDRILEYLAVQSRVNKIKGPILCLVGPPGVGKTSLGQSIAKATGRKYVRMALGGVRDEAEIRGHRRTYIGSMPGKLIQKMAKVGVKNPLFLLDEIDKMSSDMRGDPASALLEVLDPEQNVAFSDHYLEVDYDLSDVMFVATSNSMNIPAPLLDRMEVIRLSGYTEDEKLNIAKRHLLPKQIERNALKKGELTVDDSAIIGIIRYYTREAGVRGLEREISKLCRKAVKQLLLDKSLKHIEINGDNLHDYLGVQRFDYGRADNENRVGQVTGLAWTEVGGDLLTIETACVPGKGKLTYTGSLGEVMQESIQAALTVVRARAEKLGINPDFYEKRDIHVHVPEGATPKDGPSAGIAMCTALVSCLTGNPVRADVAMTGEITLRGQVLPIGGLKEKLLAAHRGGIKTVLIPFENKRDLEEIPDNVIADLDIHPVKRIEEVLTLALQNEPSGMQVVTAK
# MsrA act: activators of bovine methionine sulfoxide reductase A. purified bovine MsrA, absorbance read-out. activation, % at 10.6 µM. hit rate 0.3% among 360,000. AID 602163; in the data active = activation above about 7.5%;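 also: 0% = vehicle and 100% = reference activator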
# PABP1 MLLE inh: blocks PAM2 peptide binding to the PABP1 MLLE domain | P11940 | GST-MLLE / FITC-PAM2 fluorescence polarization | inhibition, % at 20 µM | hit rate 0.36% among 360,000 | AID 588489; in the data active = inhibition above about 35%, passing the limit was not always enough;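 also: plate controls were DMSO wells with GST-MLLE for no effect and wells lacking GST-MLLE protein for full effect; some results filed as inactive read as strong as hits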
# Neddylation inh: inhibitors of human cullin neddylation. AID 651699. hit rate 0.58% among 360,000. P61081+Q13564. TR-FRET cullin neddylation, biochemical. calls only at 25 µM; in the data active = inhibition above about 36%
# MsrA inh: inhibits bovine methionine sulfoxide reductase A; AID 651718; hit rate 0.75% among 360,000; purified bovine MsrA, absorbance read-out; inhibition, % at 15.5 µM; in the data active = inhibition above about 4.5%;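 also: 0% = vehicle wells with enzyme and 100% = reference inhibitor wells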
# Rin1-Abl PPI inh: blocks binding of human Rin1 to Abl. P00519+Q13671. TR-FRET Rin1/Abl binding, biochemical. inhibition, % at 7.35 µM. hit rate 0.4% among 360,000; in the data active = inhibition above about 5%, passing the limit was not always enough
# FAS-TE inh: blocks the thioesterase domain of human fatty acid synthase. P49327. recombinant FAS-TE, OMFH fluorogenic substrate, fluorescence endpoint. inhibition, % at 15 µM. hit rate 0.67% among 360,000. AID 602261;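 active = compounds whose normalised, plate-corrected inhibition of enzyme fluorescence in the single-dose primary screen is 50% or more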;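 also: 0% = DMSO with enzyme and 100% = substrate without enzyme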
# CSN deneddyl inh: CSN deneddylation inhibition; Purified CSN, SCF-Nedd8-OG deneddylation, fluorescence polarization; hit rate 0.38% among 360,000; Q92905; inhibition, % at 12.5 µM;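 active = pattern-corrected inhibition above about 35%, with an unprinted fluorescence ratio check between 0.5 and 1.5, limit read from the data, passing the limit was not always enough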;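 also: 0% = enzyme with substrate and 100% = substrate without enzyme; some results filed as inactive read as strong as hits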
# Target sequence (Q92905 whole entry, looked up, one chain of several): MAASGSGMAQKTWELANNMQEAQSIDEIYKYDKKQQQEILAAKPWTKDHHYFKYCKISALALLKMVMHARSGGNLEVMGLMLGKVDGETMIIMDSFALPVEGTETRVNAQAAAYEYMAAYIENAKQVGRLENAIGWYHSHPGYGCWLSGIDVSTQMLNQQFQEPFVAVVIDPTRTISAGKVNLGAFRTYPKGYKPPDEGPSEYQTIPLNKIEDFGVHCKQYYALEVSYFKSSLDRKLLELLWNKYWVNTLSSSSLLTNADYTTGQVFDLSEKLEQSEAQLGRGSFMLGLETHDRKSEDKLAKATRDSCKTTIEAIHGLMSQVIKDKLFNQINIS
#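 Schedule: reaction 90 min, room temperature / Assay system: HEK293T-derived human Csn5 enzyme / Input: Csn5 at 0.24 nM final / Measure: inhibition of Csn5 cleavage, % / Control set: substrate-only high control, full reaction low control / Technique: fluorescence polarization of the substrate / Buffer or medium: Tris/NaCl/DTT buffer, pH 7.5 / Reagent: SCFSkp2-Nedd8OG substrate at 10 nM final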
# Tb MetRS inh: blocks T. brucei methionyl-tRNA synthetase activity; purified T. brucei MetRS, ATP depletion, Kinase-Glo luminescence; inhibition, % at 11.9 µM; hit rate 0.4% among 360,000;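 active = inhibition above a per-plate cutoff of the control wells' mean inhibition plus 3 SD, cut at about 5.5% in these data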;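 also: 0% = DMSO wells median and 100% = median of wells with control inhibitor compound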
#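 Material: T. brucei methionyl-tRNA synthetase, purified; reagent: substrates ATP, L-methionine and bulk Escherichia coli tRNA; dosing: 11.9 µM single point; timing: 15 min plus 2 h at 25 °C; detection: luminescence of leftover ATP; evaluation: % inhibition; control set: DMSO-only wells as low control; replicates: singlicate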
# Active calls of the source: *; i = inactive; . = not tested or not shown.
SMILES,eLon inh,MsrA act,PABP1 MLLE inh,Neddylation inh,MsrA inh,Rin1-Abl PPI inh,FAS-TE inh,CSN deneddyl inh,Tb MetRS inh
COc1ccc(CN2C(=O)[C@H]3Cc4c([nH]c5ccccc45)C(C)(C)N3C2=O)cc1,-5,-2,-4,i,-0.1,0,16,1,0.0
CCC(=O)c1cc(F)c(N2CCN(S(=O)(=O)c3ccc(C)cc3)CC2)cc1C,3,-2,13,i,1.5,0,32,1,-0.2
COc1ccccc1CNC(=O)/C=C/c1ccc(S(=O)(=O)NCc2ccco2)cc1,2,-3,-13,i,-0.2,-4,2,-1,-0.4
COc1ccc(C(=O)N/C(=C\c2ccc3c(c2)OCO3)C(=O)Nc2cccc(C(=O)O)c2)cc1,6,-8,4,i,3.0,1,3,5,-0.7
CCOC(=O)c1nnn(CC(=O)Nc2cc(Cl)ccc2C)c1C(=O)OCC,-11,-5,1,i,0.5,2,1,-7,0.2
CC(C)(C)NC(=O)Nc1ccc(Cn2cc(C(F)(F)F)ccc2=O)cc1,8,-2,15,i,-0.6,3,-4,-7,0.4
N#Cc1c2n(c(=S)n(-c3ccccc3[N+](=O)[O-])c1=O)CCCCC2,-4,-4,51*,i,0.5,-1,7,-2,-0.3
O=C(NC1CCCCC1)C(Cc1ccccc1)N1C(=O)C2C3CCC(C3)C2C1=O (stereo not drawn),-7,-6,-9,i,-1.0,-4,0,-3,-0.8
COc1ccccc1CN(C)C(=O)COC(=O)c1c(C)noc1C,-6,-10,-4,i,0.4,-1,-2,-2,-0.2
Cc1cccc(OCC(=O)OCC(=O)NCC2CCCO2)c1C (stereo not drawn),3,-2,10,i,0.7,-2,-7,3,-0.3
Cc1cccc(N2CCN(c3cccc(C)c3)C2c2cccnc2)c1,-8,-7,12,i,2.3,-3,16,-2,-0.7
COCCNC(=S)N1CCC(C(=O)c2ccc(F)cc2)CC1,3,-6,-119,i,-0.5,-1,0,-4,-0.2
C1CCC(C23CC4CC(CC(C4)C2)C3)NC1 (stereo not drawn),-7,-4,4,i,2.1,2,-7,-1,0.2
O=C(/C=C/c1ccc(S(=O)(=O)N2CCOCC2)cc1)NC(=S)Nc1ccc(Cl)cc1Cl,-1,-13,27,i,-0.8,0,42,2,-0.8
Cc1ccc(-c2nc(CS(=O)CC(=O)NCc3ccccn3)c(C)o2)cc1 (stereo not drawn),-7,2,13,i,0.5,-3,-9,1,0.2
C=CCSC1=NC(N)=C(C#N)C2(CCCCC2)C1C(N)=O (stereo not drawn),-5,0,12,i,-0.1,0,-6,-2,-0.6
COc1ccc(CN2C(=O)CS/C2=N/N=C/c2cccs2)cc1,4,-3,0,i,1.0,1,34,-4,0.4
O=C1CCC(C(=O)N(Cc2cccs2)C2(C(=O)NC3CCCCC3)CCCCC2)N1 (stereo not drawn),-3,1,-1,i,-1.0,-1,-2,1,-0.4
Cc1cccc(N(C(=O)CNC(=O)c2ccco2)C(C(=O)NC2CCCCC2)c2cccnc2)c1 (stereo not drawn),-2,-4,-2,i,0.6,-1,-4,0,-0.3
CC(=O)Nc1ccc2nc(C)n(Cc3ccc(Cl)cc3)c(=O)c2c1,-5,-3,4,i,0.5,2,-2,0,0.5
CCC1(c2ccc(F)cc2)NC(=O)N(CC(=O)N2CCc3ccccc3C2)C1=O (stereo not drawn),-14,-2,-14,i,0.1,2,0,0,-0.2
CC(C)CC1C(=O)N(Cc2cn(CCC3OCCO3)nn2)CCS(=O)(=O)N1Cc1ccc(-c2cccc(N(C)C)c2)cc1 (stereo not drawn),-3,-4,9,i,0.0,1,24,0,-1.4
O=C(COC(=O)Cc1ccc(Br)cc1)Nc1ccc(Cl)cn1,-7,-2,6,i,-0.6,-1,25,5,1.2
CCC(C)(C)NC(=O)C1CCCN1C(=O)NC1CCCCC1 (stereo not drawn),4,-5,-8,i,0.0,-1,-2,0,-0.9
O=C(NCc1ccco1)C1CCN(c2nnc(-n3cccc3)s2)CC1,5,3,-3,i,-0.3,0,-6,3,-0.5

# 3 entries out of the list, arranged by count of non-hydrogen atoms, lowest first:
SMILES,eLon inh,MsrA act,PABP1 MLLE inh,Neddylation inh,MsrA inh,Rin1-Abl PPI inh,FAS-TE inh,CSN deneddyl inh,Tb MetRS inh
Cc1cccc(OCC(=O)OCC(=O)NCC2CCCO2)c1C (stereo not drawn),3,-2,10,i,0.7,-2,-7,3,-0.3
CCC(=O)c1cc(F)c(N2CCN(S(=O)(=O)c3ccc(C)cc3)CC2)cc1C,3,-2,13,i,1.5,0,32,1,-0.2
COc1ccc(C(=O)N/C(=C\c2ccc3c(c2)OCO3)C(=O)Nc2cccc(C(=O)O)c2)cc1,6,-8,4,i,3.0,1,3,5,-0.7

# (continued)
SMILES,eLon inh,MsrA act,PABP1 MLLE inh,Neddylation inh,MsrA inh,Rin1-Abl PPI inh,FAS-TE inh,CSN deneddyl inh,Tb MetRS inh
Cc1ccc(S(=O)(=O)N2CCOCC2)cc1NC(=O)c1cc2c(s1)CCC2,-3,-3,-8,i,2.4,2,5,3,0.4
CSCCC(NS(=O)(=O)c1ccc(C)c(C(=O)O)c1)C(=O)O (stereo not drawn),9,-2,18,i,-0.1,5,0,0,4.2
CC1(C)OC(=O)N(c2cccnc2)C1(C)O (stereo not drawn),4,-2,6,i,-0.6,2,-3,-7,0.4
CC1CCN(C(=O)/C(=C\c2ccccc2F)NC(=O)c2ccccc2)CC1,-1,-3,1,i,1.4,3,-2,-5,0.0
O=C(c1ccco1)N1CCN(C(=O)c2ccc(COc3ccc(F)cc3)o2)CC1,-1,-12,13,i,-0.4,2,0,1,-0.9
CCCN1C2CCCC1CC(NC(=O)c1ccc(OC)cc1)C2 (stereo not drawn),-9,-5,1,i,0.3,1,-8,-2,-0.8
CCOc1ccc2c(c1)C(NC(C)=O)C(=O)N2CCN1CCOCC1 (stereo not drawn),-1,-8,3,i,-0.5,4,-3,-4,1.2
O=C(C1CCC(CNS(=O)(=O)c2cccc3nsnc23)CC1)N1CC=C(c2ccccc2)CC1 (stereo not drawn),-1,-5,6,i,0.0,0,11,0,-0.7
CC1(Cc2c(Cl)cccc2Cl)C(=O)Nc2cc(-c3ccccc3Cl)ccc21 (stereo not drawn),-5,-2,-23,i,0.0,-6,18,4,0.4
CC(C)=NNc1nc(-c2ccc([N+](=O)[O-])cc2)cs1,-8,-4,0,i,-0.6,1,3,1,0.1
C#Cc1ccc([C@H]2C=C(C(=O)N3CCN(Cc4ccc5c(c4)OCO5)CC3)O[C@@H](OCC)[C@@H]2CCCO)cc1,3,0,4,i,-0.3,2,8,7,0.0
OC[C@H]1O[C@@H](c2nc(-c3nc(-c4ccc(F)cc4)no3)cs2)[C@H](O)[C@@H](O)[C@H]1O,-6,-2,-1,i,0.8,0,-7,-4,-0.1
COc1cc(OC)c2c(-c3ccccc3)cc(=O)oc2c1C(CCN1CCCCC1)c1ccc(N(C)C)cc1 (stereo not drawn),3,-2,7,i,.,0,2,8,-0.3
CCOc1ccc(Br)cc1S(=O)(=O)Nc1cccnc1,1,-1,-9,i,-0.9,-1,-3,3,0.0
CCCCCC(=O)Nc1ccc(C(=O)CN2C(=O)NC3(CCCCCC3)C2=O)cc1,-13,-2,-9,i,2.5,0,2,-6,-0.1
O=C1CN(C(=O)/C=C/c2ccc(Br)cc2)CCN1,9,-5,9,i,-1.0,-1,2,3,-0.6
CCN(C(=O)CSc1nccc(=O)[nH]1)C1CCCCC1,-7,-11,11,i,-1.0,6,-4,-1,-0.6
CCCC(=O)Nc1sc2c(c1C(=O)OC)C(C(=O)OC)CC2 (stereo not drawn),-3,-2,-1,i,-0.1,-2,0,-1,-0.1
CCCC(=O)N1CCN(c2nnc(-c3ccc(C)cc3)c3ccccc23)CC1,-3,-2,6,i,1.0,1,0,3,-1.1
CC1(c2ccc(Cl)cc2)NC(=O)N(CC(=O)NC(=O)NCc2ccco2)C1=O (stereo not drawn),-7,-5,3,i,-0.3,3,-2,1,-0.4
Nc1ccccc1OCP(=O)(c1ccccc1)c1ccccc1,-5,-5,15,i,0.6,-2,-10,-8,-0.4
COc1ccc(C(=O)NCC(=O)OCC(=O)N2N=C(c3ccc(Cl)cc3)CC2c2ccco2)cc1OC (stereo not drawn),-3,-8,-15,i,0.5,1,12,4,-0.8
CC(C)[C@H]1COCCS(=O)(=O)N1Cc1ccccc1-c1ccc(F)cc1,-4,-2,9,i,-0.6,-2,6,-5,-1.4
c1coc(CNc2nc(-c3ccncc3)cs2)c1,-8,0,-3,i,-0.1,0,-4,-1,0.0
O=C1C=C(C#Cc2ccccc2)C[C@@H](c2ccc(F)cc2)C1,0,-2,-13,i,0.2,1,23,-3,-0.8
# (further entries)
SMILES,eLon inh,MsrA act,PABP1 MLLE inh,Neddylation inh,MsrA inh,Rin1-Abl PPI inh,FAS-TE inh,CSN deneddyl inh,Tb MetRS inh
Cc1ccc2cc(/C=N/NC(=O)c3ccccc3O)c(Cl)nc2c1,5,-3,-3,i,1.3,-1,-9,-5,0.2
COc1ccc(NC(=O)c2cc(-c3cc(C)cc(F)c3)n[nH]2)cc1OC,0,1,-6,i,-1.1,0,7,1,-0.1
O=C(NCc1ccc(F)cc1)c1cc(S(=O)(=O)N2CCCCC2)c[nH]1,4,1,-10,i,1.5,-3,-5,3,-0.3
CC(=O)c1cccc(NC(=S)NC(=O)c2cncc(Br)c2)c1,8,-10,24,i,-0.1,0,3,-2,-1.9
CN(CC(=O)NCc1ccccc1)Cc1cccc(F)c1,6,-5,-2,i,1.4,4,-1,2,-0.6
S=c1[nH]nc(COc2ccccc2)n1/N=C/C(Cl)=C/c1ccccc1,1,2,-36,i,1.6,1,14,17,0.6
CN(CC(=O)Nc1ccccc1C(=O)NC1CC1)Cc1cccs1,-11,7,3,i,0.1,-1,-2,5,-0.1
O=C(N/N=C/c1ccc([N+](=O)[O-])o1)c1ccc(O)cc1,0,3,-24,i,3.1,-2,0,3,0.1
COc1cc(CCN2C(=O)c3cccc4cccc(c34)C2=O)c(S(=O)(=O)N2CCCCCC2)cc1OC,24,-6,11,i,2.2,-1,47,3,-0.5
CCCN(CCC)CCNC(=O)Cn1cnc2sc(C)c(S(=O)(=O)N3CCOCC3)c2c1=O,9,1,-3,i,0.6,3,-2,1,0.1
N/C(=N\OC(=O)COc1ccccc1)c1ccc(Cl)cc1,2,-4,-10,i,-1.4,4,10,-2,0.5
C=CCc1ccc(OCCCCCN2CCOCC2)c(OC)c1,-2,-3,0,i,-1.2,3,0,0,-0.7
Cc1ccc(S(=O)(=O)NCC(=O)OCC(=O)N2CCc3ccccc32)cc1,-10,0,5,i,0.5,0,0,-1,-0.8
Cc1ccc(Cn2nnc3c(=O)[nH]c(C4CCCN(C(=O)Nc5ccc(F)cc5F)C4)nc32)cc1 (stereo not drawn),-7,-2,-24,i,-0.7,-2,7,2,-0.9
Cc1cc(F)ccc1S(=O)(=O)Nc1nc2ccccc2nc1Cl,-5,-7,16,i,1.6,-3,-4,4,-1.0
CCOc1cc2nc3c4ccccc4n(C)c3nc2cc1OCC,-10,0,2,i,0.2,-5,0,-5,0.1
Cc1ccc(Cn2c(CN3CCN(C(=O)c4ccco4)CC3)nc3c2c(=O)n(C)c(=O)n3C)cc1,-4,1,4,i,-1.0,3,12,-5,0.2
O=C(CCCN1C(=O)c2ccccc2C1=O)NCc1cccnc1,-7,-2,-3,i,0.1,-7,-4,7,-0.6
